Compound activity deposited in PubChem BioAssay by several laboratories.
DSG3 Ab inh: blocks pemphigus antibody binding to human desmoglein-3 | hit rate 0.48% among 310,000 | AID 588358 | binding (percent of control), % at 10 µM | DSG3-coupled beads, scFv-anti-DSG3-GFP binding, flow cytometry; stronger effect = lower value | P32926;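 active means binding more than 3 SD below its plate's average and above zero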; further: some compounds called inactive have numbers as strong as hits
Target sequence (P32926 whole entry, looked up): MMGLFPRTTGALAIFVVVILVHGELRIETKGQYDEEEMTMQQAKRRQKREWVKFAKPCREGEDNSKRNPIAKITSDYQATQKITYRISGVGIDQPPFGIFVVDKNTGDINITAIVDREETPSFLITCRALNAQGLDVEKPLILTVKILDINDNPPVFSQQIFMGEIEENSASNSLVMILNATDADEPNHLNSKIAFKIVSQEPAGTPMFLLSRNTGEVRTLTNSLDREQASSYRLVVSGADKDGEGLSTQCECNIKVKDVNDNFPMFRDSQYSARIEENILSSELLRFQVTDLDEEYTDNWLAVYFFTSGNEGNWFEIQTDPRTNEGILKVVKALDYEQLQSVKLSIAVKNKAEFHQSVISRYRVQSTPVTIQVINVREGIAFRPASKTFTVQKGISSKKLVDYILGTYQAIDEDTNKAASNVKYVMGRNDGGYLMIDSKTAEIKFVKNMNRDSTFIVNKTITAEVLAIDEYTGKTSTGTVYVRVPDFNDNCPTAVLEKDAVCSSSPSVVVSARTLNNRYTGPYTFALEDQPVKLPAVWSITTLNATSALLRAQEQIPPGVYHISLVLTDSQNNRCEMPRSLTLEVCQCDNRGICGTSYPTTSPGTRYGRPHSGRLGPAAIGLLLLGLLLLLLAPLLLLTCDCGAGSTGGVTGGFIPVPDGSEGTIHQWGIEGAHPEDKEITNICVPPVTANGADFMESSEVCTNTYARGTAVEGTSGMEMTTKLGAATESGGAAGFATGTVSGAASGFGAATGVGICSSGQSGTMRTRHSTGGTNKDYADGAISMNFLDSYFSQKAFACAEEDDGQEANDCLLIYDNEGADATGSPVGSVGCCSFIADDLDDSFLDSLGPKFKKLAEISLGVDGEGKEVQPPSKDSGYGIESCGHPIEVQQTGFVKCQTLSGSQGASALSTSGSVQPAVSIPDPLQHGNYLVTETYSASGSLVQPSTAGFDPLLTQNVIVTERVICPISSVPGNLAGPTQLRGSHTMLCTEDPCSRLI
MOR-DOR inv ag: inverse agonist of human OPRM1-OPRD1 heterodimerization | P35372+P41143 | cell-based MOR-DOR heterodimer luminescence, inverse agonism | inhibition, % at 9.3 µM | hit rate 0.21% among 340,000; in the data active means inhibition above about 22%, passing the limit was not always enough;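 further: 0% = cells with DMSO and 100% = wells without cells with DMSO; values of inactives mirror those of a sister screen read the other way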
phage Ecoli inh: E. coli growth loss with phage present | growth absorbance | inhibition, % at 11.9 µM | hit rate 0.26% among 360,000 | AID 651602; in the data active means inhibition above about 11%
Mot1-301 SUMO: SUMOylation pathway inhibition by Mot1-301 growth rescue | S. cerevisiae Mot1-301 growth rescue, ATP luminescence, 38.5C; percent above DMSO median, 100 means doubled | growth rescue, % at 18.8 µM | hit rate 1% among 320,000 | AID 2716;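 active means every valid replicate shows activation above 250% relative to neutral control wells; inactive means the rest, any valid replicate at or below 250%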;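 further: OY570 slx delta 5 strain wells were the positive control but not used for scaling; some compounds called inactive have numbers as strong as hits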
E coli growth: counter-screen for AddAB inhibitors: E. coli growth inhibition; inhibition, % at 11.9 µM; hit rate 0.27% among 330,000; AID 449728; E. coli V3065 growth, OD600 absorbance, 18 h;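 active means inhibition above the campaign's mean inhibition across all tested compounds plus 3 SD, cut at about 9.9% in these data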;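 further: uninfected addAB+ strain grown without phage in ampicillin broth; 0% = DMSO wells and 100% = ciprofloxacin 0.95 µg/ml wells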
HTR5A inv ctr: HTR5A inverse agonism, opioid heterodimer counter-screen. HTR5A cell line, luminescence. inhibition, % at 9.3 µM. hit rate 0.083% among 340,000. AID 504634; in the data active means inhibition mostly above about 23%, no sharp cut-off; inactive means mostly below about 18%;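 further: 0% = cells with DMSO and 100% = no-cell wells with DMSO; some compounds called inactive have numbers as strong as hits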
PfHsp90 set2: growth inhibition of yeast expressing Plasmodium Hsp90; S. cerevisiae expressing PfHsp90, BacTiter-Glo ATP, 48 h; yeast lacking PDR1 and PDR3 efflux regulators; inhibition, % at 9.4 µM; hit rate 0.32% among 310,000;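 active means every replicate shows inhibition above about 80%, whatever the replicate mean, limit read from the data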;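 further: 0% = DMSO neutral controls and 100% = 20 µM radicicol positive controls; yeast relying on Plasmodium falciparum Hsp90 in place of its own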
HTR5A ag: HTR5A agonism, opioid heterodimer counter-screen; P47898; activation, % at 9.3 µM; HTR5A agonist assay, luminescence, cell-based; hit rate 0.61% among 340,000; AID 504692; in the data active means activation mostly above about 9.5%, no sharp cut-off; inactive means mostly below about 7.6%;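 further: 0% = cells with vehicle only and 100% = reference agonist; strong numbers were not always called active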
AddAB inh: less growth of phage-infected E. coli with AddAB; inhibition, % at 11.9 µM; hit rate 0.29% among 330,000; AID 435030; E. coli expressing H. pylori AddAB, absorbance growth; in the data active means inhibition above about 12%;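 further: 0% = vehicle wells of infected cells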
PKA-R1A activ: PKA-R1A complex activation. AID 504707. hit rate 0.083% among 340,000. PKA-R1A dissociation, Cy5-IP20 fluorescence polarization; scaled: DMSO 0%, 113 µM cGMP 100%. activation, % at 11.4 µM. P00514+P68181;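 active means percent activation above the mean of all tested compounds plus 3 SD, cut at about 19% in these data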;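 further: higher means more PKAc released from R1A so a rise in polarization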
OPRM1-OPRD1 ag: agonists of human mu-delta opioid receptor heterodimerization | P35372+P41143 | cells, OPRM1-OPRD1 heterodimerization, luminescence | activation, % at 9.3 µM | hit rate 0.3% among 340,000 | AID 504326; in the data active means activation above about 18%;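 further: 0% = vehicle-treated cells and 100% = reference agonist; values of inactives mirror those of a sister screen read the other way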
Starred values were filed as active, the others as inactive; · = no result given. Outcome played no part in choosing rows. Share with any hit: about 3.2%.

Start of the listing, in advance, three compounds:
SMILES	DSG3 Ab inh	MOR-DOR inv ag	phage Ecoli inh	Mot1-301 SUMO	E coli growth	HTR5A inv ctr	PfHsp90 set2	HTR5A ag	AddAB inh	PKA-R1A activ	OPRM1-OPRD1 ag
Clc1ccccc1-c1ccc(CN2CCN(c3ccccc3)CC2)o1	104	14	1.4	50	-0.8	-3	-15	1	0.3	2	-2.5
O=C(CSc1nnc(C2CCCCC2)o1)Nc1ccccc1Cl	97	-17	1.8	1	2.3	9	-10	-3	2.1	-1	2.1
Cc1csc(SCC(=O)NC(=O)Cc2ccccc2)n1	104	1	5.6	2	0.3	-7	9	-1	3.0	-5	-0.1

Results, from the start:
SMILES	DSG3 Ab inh	MOR-DOR inv ag	phage Ecoli inh	Mot1-301 SUMO	E coli growth	HTR5A inv ctr	PfHsp90 set2	HTR5A ag	AddAB inh	PKA-R1A activ	OPRM1-OPRD1 ag
Clc1ccccc1-c1ccc(CN2CCN(c3ccccc3)CC2)o1	104	14	1.4	50	-0.8	-3	-15	1	0.3	2	-2.5
O=C(CSc1nnc(C2CCCCC2)o1)Nc1ccccc1Cl	97	-17	1.8	1	2.3	9	-10	-3	2.1	-1	2.1
Cc1csc(SCC(=O)NC(=O)Cc2ccccc2)n1	104	1	5.6	2	0.3	-7	9	-1	3.0	-5	-0.1
CCCCN1C(=O)NC(c2ccc(OC)cc2)C(C(=O)OCc2ccccc2)=C1C (stereo unspecified)	109	-7	0.2	19	-3.3	18	-8	3	0.3	-8	1.4
CC1CN(S(=O)(=O)c2ccccc2)C(C)CN1S(=O)(=O)c1ccccc1 (stereo unspecified)	·	5	2.2	·	·	25	9	-3	·	-8	-1.0
CCN(CC)c1ncnnc1-c1ccccc1	102	8	1.0	-1	-2.3	28	44	7	3.6	6	-1.5
NC(=O)c1ccc2nc(-c3ccccc3)c(-c3ccccc3)nc2c1	·	16	2.5	-26	0.5	-5	-19	1	-1.2	-2	-3.4
Cc1ccc(Cl)c(NC(=O)COC(=O)c2nn(C)c(=O)c3ccccc23)c1Cl	·	12	1.2	2	0.2	-11	-6	4	2.6	-14	-2.9
Cc1cc(C)c(S(=O)(=O)Nc2nccs2)c(C)c1	106	7	-0.5	6	-0.8	6	16	6	0.2	-8	-1.3
O=C(CSc1nc2ccccc2c(=O)n1Cc1ccco1)NCc1ccccc1	84	10	0.7	12	0.4	6	19	0	2.4	10	-1.7
CC(=O)N1CCC2(CC1)C(C#N)=C(N)Oc1n[nH]c(C(F)(F)F)c12	101	14	3.7	-3	1.2	-6	0	1	-1.0	-17	-2.5
COc1ccc(N2C3=C(C(=O)CC(C)(C)C3)C(c3ccccc3OC)C3=C2CC(C)(C)CC3=O)cc1	111	8	-2.8	-4	0.2	-15	8	6	1.6	-5	-1.6
Cc1ccc2cc(/C=N/NC(=O)[C@H]3C[C@@H]3c3ccccc3)c(Cl)nc2c1	95	-10	2.5	-6	1.6	-6	-2	1	0.3	-4	1.6
Cc1c(Cl)cccc1NC(=O)COC(=O)C12CC3CC(CC(O)(C3)C1)C2	96	10	0.9	-15	-0.3	-34	26	14	-0.4	3	-2.6
CC(=O)Oc1ccc(C(=O)[C@H]2[C@H]3C(=O)N(c4cccc5ccccc45)C(=O)[C@H]3[C@@H]3C=CC=NN32)cc1	92	-22	3.1	0	-4.9	-3	-28	2	0.5	-2	3.5
COC(=O)[C@H]1CN(C(=O)c2ccccc2)C(=O)N1	103	12	0.0	6	0.5	0	-3	4	2.8	-13	-2.6
O=C(N/C(=C/c1ccc(F)cc1)C(=O)N1CCCCC1)c1ccco1	100	14	1.0	4	-0.3	1	5	-1	2.0	-8	-2.7
CCCCn1c(N)c(N(CC)C(=O)/C=C/c2ccco2)c(=O)[nH]c1=O	97	14	0.8	-17	2.5	-13	7	5	-0.2	-7	-3.0
COc1cc(/C=N/O)cc(Cl)c1OC	107	14	1.3	328*	1.0	-10	7	0	2.1	14	-2.7
CC(C)(/C=N/O)N(O)C=C1C=CC(=O)C=C1	98	6	0.0	9	-2.4	-1	8	0	-3.7	-4	-1.0
COC(=O)Cn1cnc2c(nnn2-c2ccc(C)cc2)c1=O	100	8	1.0	-12	0.5	-20	·	0	2.1	5	-1.5
COc1ccc(OCc2cc(C(=O)N(C)Cc3cc(C4CC4)n[nH]3)no2)c(Cl)c1	109	-6	1.8	-18	1.3	0	-22	1	1.2	1	1.2
CN1CCN(S(=O)(=O)c2ccc(NS(=O)(=O)c3ccccc3)cc2)CC1	103	15	1.5	-11	3.5	12	15	-2	4.4	2	-2.8
N#C/C(=C\c1ccc(-c2ccc(F)cc2)o1)C(=O)Nc1nc(-c2cccs2)cs1	99	17	1.5	-4	-1.4	-7	-13	3	3.4	1	-3.3
O=c1c2c(-c3ccco3)csc2nc(SCc2cn3cccnc3n2)n1-c1ccccc1	98	6	0.1	13	-1.0	5	-5	12	0.1	15	-1.1

Next part, overlapping the part above by 2 compounds.
SMILES	DSG3 Ab inh	MOR-DOR inv ag	phage Ecoli inh	Mot1-301 SUMO	E coli growth	HTR5A inv ctr	PfHsp90 set2	HTR5A ag	AddAB inh	PKA-R1A activ	OPRM1-OPRD1 ag
N#C/C(=C\c1ccc(-c2ccc(F)cc2)o1)C(=O)Nc1nc(-c2cccs2)cs1	99	17	1.5	-4	-1.4	-7	-13	3	3.4	1	-3.3
O=c1c2c(-c3ccco3)csc2nc(SCc2cn3cccnc3n2)n1-c1ccccc1	98	6	0.1	13	-1.0	5	-5	12	0.1	15	-1.1
CC1CCCC(C)N1/N=C/c1ccc(O)cc1 (stereo unspecified)	95	17	-0.2	32	1.4	-5	11	1	-0.5	-1	-3.2
CSCCC(NC(=O)C1CCC(C)CC1)C(=O)OCC(=O)c1ccc(Cl)cc1 (stereo unspecified)	3.8*	-14	5.0	17	0.6	14	7	10	0.2	-10	2.2
CN1CCN(C(=O)Nc2ccc3c(c2)N(C)C(=O)c2ccccc2S3)CC1	114	-15	7.2	68	-13	-8	-26	3	0.7	-3	2.9
COc1ccc(-n2nc(C(=O)NCC(=O)NCCN(C)C)c3ccccc3c2=O)c(OC)c1	101	0	2.0	0	0.6	-1	-11	0	-0.8	-7	0.0
CCOc1ccc(NS(=O)(=O)c2ccc(C(=O)N(C)CC(=O)Nc3cccc(OC)c3)cc2)cc1	99	0	6.1	·	·	-10	0	3	·	0	0.1
CCC(C)NCCOCCOc1ccc(F)cc1 (stereo unspecified)	104	-3	2.3	-25	-0.4	-20	·	1	1.7	1	0.6
CCCn1c(C)cc(C(=O)COC(=O)c2nccnc2N)c1C	96	12	2.7	267	0.3	2	-7	-1	1.4	2	-2.5
O=C(NCSc1ccccc1)c1ccccc1	105	16	2.0	11	-0.5	0	-5	2	1.9	-1	-3.6
CCc1ccc(-c2nc(CS(=O)CC(=O)NCCc3ccccc3)c(C)o2)cc1 (stereo unspecified)	99	11	1.1	-14	-2.1	2	-2	0	-0.3	-6	-2.1
Cc1ccc2c(C)c(C(=O)N(C)Cc3nccn3C)oc2c1C	110	22	0.8	5	3.5	-5	5	-1	3.3	-8	-6.7
COc1ccc(C(CCN2CCOCC2)c2c(O)cc(OC)cc2OC)cc1 (stereo unspecified)	98	8	0.4	10	-1.5	-16	-18	13	2.0	-3	-1.5
COc1ccc2[nH]c3nc(SCC(=O)NNC(=O)c4ccc(OC)c(OC)c4)nnc3c2c1	15*	1	1.0	-4	-0.7	-9	-7	3	3.6	-11	-0.2
CCN(CC)C(=O)[C@H]1C[C@H](CC(=O)NCc2ccc(OC)c(OC)c2)C(=O)N2CCc3c([nH]c4cc(CCC(=O)N(C)C)ccc34)[C@]12C	103	8	1.7	·	-0.4	3	-29	-1	-0.4	6	-1.5
CC(C)(C)c1ccc(C(=O)NNC(=S)NCc2ccco2)cc1	·	20	2.3	1	-0.7	4	-7	-2	1.1	1	-4.0
COCCN(CC1CCCN(C2Cc3ccccc3C2)C1)C(=O)CSC (stereo unspecified)	129	6	-1.7	-4	-2.3	5	13	-2	-2.2	2	-1.1
COc1ccc(NC(=O)c2nc3nc(C)cc(C(F)F)n3n2)cc1OC	97	3	0.8	-6	2.8	-16	6	5	0.0	-6	-0.5
CCn1c(C(=O)O)c(CC(=O)Nc2ccccc2OC)c2ccccc21	106	3	0.3	-10	-4.3	-3	21	1	-1.5	0	-0.7
CC(C(=O)NCCN1CCOCC1)(c1ccccc1)c1ccccc1	101	9	1.1	667*	-1.6	-2	-21	1	1.2	3	-1.6
CN1CCN(C(=S)c2ccc(Cl)cc2)CC1	86	4	3.7	299	0.1	-11	-22	1	1.5	-5	-0.8
O=C(CC1C(=O)NCCN1Cc1ccoc1)NCCc1ccc(Cl)cc1 (stereo unspecified)	102	-7	2.3	-5	0.3	0	1	0	-0.3	14	1.1
OC1(c2ccc(F)cc2)CSC(=Nc2cccnc2)N1Cc1ccco1 (stereo unspecified)	98	6	0.4	-18	3.4	-31	-7	11	0.8	1	-1.2
COc1ccc(/C=C/C(=O)Nc2ccc(OC)nc2)cc1	95	-27	5.7	26	1.1	-11	-38	4	2.1	-15	3.8
C/C(=N\NC(=O)c1cccc(S(=O)(=O)Nc2ccccc2Cl)c1)c1ccc(-n2ccnc2)cc1	99	16	0.1	7	-1.3	9	15	4	0.3	4	-2.6
CSc1nsc(SC)c1C(=O)N1CCN(S(=O)(=O)c2ccc(C)cc2)C1C(C)C (stereo unspecified)	91	0	3.2	255	0.8	-3	-35	-3	2.9	0	0.0
O=C(Nc1cccc(-c2nc3ncccc3o2)c1)c1sc2cc(Cl)ccc2c1Cl	99	6	1.5	-14	-1.6	-2	-16	1	1.6	11	-1.1
COc1cc(NC(=O)Nc2ccc(Cl)c(Cl)c2)c(C(=O)O)cc1OC	101	12	3.3	·	-0.7	-1	-4	-2	1.6	0	-2.2
COc1cc(/C=C2\C(=N)N3N=CSC3=NC2=O)ccc1OS(=O)(=O)c1ccccc1[N+](=O)[O-]	109	8	1.4	-25	1.4	8	18	-3	5.2	0	-2.0
CCCCCCCCCC[n+]1cccc2c3ccccc3ccc21	109	2	12*	·	·	5	4	22*	·	-2	-0.4
CC(C)OP(=O)(c1ccc(N(C)C)cc1)C(O)c1ccccc1 (stereo unspecified)	84	8	3.0	22	-2.3	-12	-55	4	-0.5	-1	-1.9

Records listed above that bear a hit mark in phage Ecoli inh:
SMILES	DSG3 Ab inh	MOR-DOR inv ag	phage Ecoli inh	Mot1-301 SUMO	AddAB inh	PKA-R1A activ	OPRM1-OPRD1 ag
CCCCCCCCCC[n+]1cccc2c3ccccc3ccc21	109	2	12*	·	·	-2	-0.4
